CHT block: inhibits the human high affinity choline transporter. Q9GZV3. CHT-expressing cells, membrane potential dye, choline response; active compounds read low. B-score at 10 µM. hit rate 0.86% among 310,000;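 active = B-score over 3 SD under the library average, and starting fluorescence ratio not unusually high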;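 also: choline stimulus applied at its EC90 after an EC20 pre-addition; B-score computed on integrated fluorescence ratio after choline addition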
Target sequence (Q9GZV3 whole entry, looked up): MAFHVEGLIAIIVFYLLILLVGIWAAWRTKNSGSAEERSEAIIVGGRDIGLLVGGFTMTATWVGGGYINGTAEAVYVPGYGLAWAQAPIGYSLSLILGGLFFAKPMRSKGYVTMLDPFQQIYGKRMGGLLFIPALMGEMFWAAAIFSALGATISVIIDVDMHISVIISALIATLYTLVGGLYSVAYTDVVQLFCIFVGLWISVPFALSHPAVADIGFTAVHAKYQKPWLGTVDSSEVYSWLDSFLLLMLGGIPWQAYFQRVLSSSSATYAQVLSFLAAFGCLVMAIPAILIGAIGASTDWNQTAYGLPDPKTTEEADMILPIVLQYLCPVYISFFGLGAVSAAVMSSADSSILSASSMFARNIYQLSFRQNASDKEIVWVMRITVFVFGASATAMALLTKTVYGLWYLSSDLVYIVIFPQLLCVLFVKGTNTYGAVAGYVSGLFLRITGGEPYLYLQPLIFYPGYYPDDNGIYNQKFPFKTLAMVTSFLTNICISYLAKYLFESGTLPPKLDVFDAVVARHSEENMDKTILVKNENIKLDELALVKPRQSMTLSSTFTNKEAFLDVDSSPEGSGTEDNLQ
CHT PAM: allosteric activators of human choline transporter CHT. CHT-expressing cells, membrane potential dye, choline EC20; active compounds read high; LV-AA mutant CHT in HEK293 cells. Q9GZV3. B-score at 10 µM. hit rate 0.49% among 310,000;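 active = initial fluorescence not abnormally high and integrated response B-score, plate-corrected, over 3 SD above library mean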
Calls only; i = inactive. The order is random; overall some 1.5% were active at least once.

1) COC(=O)c1ccc(NCC(=O)c2ccccc2)cc1
2) CN(c1ccc(C(=O)N2CCCCC2)cc1)S(=O)(=O)c1ccccc1
3) Cc1cc(C)c(C#N)c(SCc2cc3c(cc2Cl)OCO3)n1
4) O=C(NC(=S)N1CCN(Cc2ccccc2)CC1)c1ccccc1
5) CCC(C)Sc1nc2c(cnn2-c2ccc(F)cc2)c(=O)[nH]1 (stereo not given)
6) Cc1ccc(N2C(=O)C3C4CC(=O)C(c5ccccc54)C3C2=O)cc1C (stereo not given)

Compound,1,2,3,4,5,6
CHT block,i,i,i,i,i,i
CHT PAM,i,i,i,i,i,i

7) CN(Cc1ccc2ccccc2c1)C(=O)c1ccc(C(F)(F)F)cc1
8) CC1Oc2ccccc2N(CC(=O)NC2CCCC2)C1=O (stereo not given)
9) O=C1C2C3c4ccccc4C(c4ccccc43)[C@@H]2C(=O)N1c1nc(-c2ccccc2)cs1 (stereo not given in full)
10) CCOC(=O)CNC(=O)Cc1ccc(Cl)cc1
11) O=C(Nc1cccc(-c2nc3cccnc3s2)c1)c1ccco1
12) CCCCNC(=S)Nc1cccc(C(C)=O)c1

Compound,7,8,9,10,11,12
CHT block,i,i,i,i,i,i
CHT PAM,i,i,i,i,i,i

13) CCCc1c(O)nc(SC2CC(=O)N(c3ccc(OC)cc3)C2=O)[nH]c1=O (stereo not given)
14) COc1ccc(Cn2nc(C(=O)O)c3ccccc3c2=O)cc1F
15) COc1cc(-c2[nH]ncc2CN2CCN(Cc3cccs3)CC2)cc(OC)c1OC
16) CCOc1cc2[nH]c(=S)n(Cc3ccc(C(=O)N4CCN(C)CC4)cc3)c(=O)c2cc1OCC
17) COCc1cc(C2C(C(=O)c3ccco3)=C(O)C(=O)N2CCOCCO)ccc1O (stereo not given)
18) O=C(Nc1nnc(/N=C/c2ccco2)s1)c1ccc(F)cc1

Compound,13,14,15,16,17,18
CHT block,i,i,i,i,i,i
CHT PAM,i,i,i,i,i,i

19) CC(C)c1cc(C(=O)OCC(=O)NC(=O)NCc2ccco2)c(O)c(C(C)C)c1
20) Cc1ccc(S(=O)(=O)CCC(=O)OCC(=O)Nc2ncc(Cl)cc2Cl)cc1
21) O=C(C1CCCCC1)N1CCCC(c2nc(-c3ccc(F)cc3)no2)C1 (stereo not given)
22) COc1ccccc1C/C(N)=N/OC(=O)COc1ccc(C)cc1C
23) CC(OC(=O)Cc1c[nH]c2ccccc12)C(=O)N(C)c1ccccc1 (stereo not given)
24) O=C(CN1C(=O)/C(=C2\SC(=S)N(C3CCS(=O)(=O)C3)C2=O)c2ccccc21)Nc1ccc(F)cc1 (stereo not given)

Compound,19,20,21,22,23,24
CHT block,i,i,i,i,i,i
CHT PAM,i,i,i,i,i,i

25) COc1ccccc1/C=N/N1C(=O)C2C3C=CC(CC3)C2C1=O (stereo not given)
26) Cc1cc(O)c(C2(O)C(=O)Nc3cc(Br)ccc32)cc1C (stereo not given)
27) CCOc1cccc(C=NCCc2ccc(OC)c(OC)c2)c1O
28) CCOC(=O)c1cc(CC)sc1NC(=O)COC(=O)c1cc[n+]([O-])cc1
29) CC(=O)c1cccc(NC(=O)CSc2ccc(-c3ccc4c(c3)OCO4)nn2)c1
30) O=C(CSc1ccc2ccccc2c1)Nc1ccc(S(=O)(=O)Nc2nccs2)cc1

Compound,25,26,27,28,29,30
CHT block,i,i,i,i,i,i
CHT PAM,i,i,i,i,i,i

31) CCC(C)c1ccccc1NC(=O)COC(=O)CCc1cc(OC)c(OC)c(OC)c1 (stereo not given)
32) O=C(O)CCN1C(=O)C(=C2CCCCCC2)SC1=S
33) COc1ccc(-c2nnn(CCc3nn[nH]n3)n2)cc1
34) CCc1c(C)sc2nc(SCC(=O)Nc3cc(C)on3)n(CCOC)c(=O)c12
35) COc1ccc(C(=O)NC(=S)Nc2ccc(S(=O)(=O)Nc3cc(C)on3)cc2)cc1OC
36) CN(C)CCCN(C(=O)c1ccco1)c1nc2ccc(Br)cc2s1

Compound,31,32,33,34,35,36
CHT block,i,i,i,i,i,i
CHT PAM,i,i,i,i,i,i

37) Cc1ccccc1C(=O)NC[C@@H]1CCCN2CCCC[C@H]12
38) O=C1CN(C(=O)COC(=O)c2ccccc2NC(=O)c2ccco2)c2ccccc2N1
39) O=C(c1ccc(-n2cccn2)cc1)N1CCN(c2ncccc2C(F)(F)F)CC1
40) COC(=O)c1ccccc1N1C(=O)C2C(C1=O)[C@H]1C=C[C@@H]2C1 (stereo not given in full)
41) Cc1cc(=O)oc2cc(NS(=O)(=O)c3ccccc3)ccc12
42) Cc1nc2oc3ccc(F)cc3c(=O)c2cc1C(=O)NC(C)(C)C

Compound,37,38,39,40,41,42
CHT block,i,i,i,i,i,i
CHT PAM,i,i,i,i,i,i

43) Cc1ccc(OCC(=O)N(Cc2ccccc2)c2c(N)n(Cc3ccccc3)c(=O)[nH]c2=O)c(C)c1
44) O=C(CSc1nc2ccc([N+](=O)[O-])cc2[nH]1)NC1CCCCCC1
45) CCC(=O)N(Cc1ccco1)c1nc(-c2cc(OC)ccc2OC)cs1
46) CC(=O)Nc1ccc(SCc2c(C)noc2C)cc1
47) CCNc1nc(NCC)nc(N(C)N)n1
48) Cc1ccccc1NC(=S)N1CCCN(Cc2ccc(F)cc2)C1

Compound,43,44,45,46,47,48
CHT block,i,i,i,i,i,i
CHT PAM,i,i,i,i,i,i

The closing four compounds of the part above are carried over, then new ones follow:
45) CCC(=O)N(Cc1ccco1)c1nc(-c2cc(OC)ccc2OC)cs1
46) CC(=O)Nc1ccc(SCc2c(C)noc2C)cc1
47) CCNc1nc(NCC)nc(N(C)N)n1
48) Cc1ccccc1NC(=S)N1CCCN(Cc2ccc(F)cc2)C1
49) Cc1ccccc1OCC(=O)N/N=C/c1ccc([N+](=O)[O-])o1
50) CN(C)c1ccc(NC(=O)/C=C/c2ccccc2Cl)cc1
51) CCOC(=O)c1c(C)[nH]c(C(=O)N2CCCC(C(=O)c3cccc(OC)c3)C2)c1C (stereo not given)
52) CCSc1nnc2c(n1)OC(C)(C)Nc1ccccc1-2
53) O=C(Nc1ccc(N2CCN(C(=O)c3ccccc3)CC2)cc1)c1cc([N+](=O)[O-])ccc1N1CCOCC1
54) COc1ccc2[nH]c(C(=O)N/N=C/c3ccccc3OC)cc2c1

Compound,45,46,47,48,49,50,51,52,53,54
CHT block,i,i,i,i,i,i,i,i,i,i
CHT PAM,i,i,i,i,i,i,i,i,i,i

55) CCOC(=O)C(=O)Nc1ncc(Cl)s1
56) O=C(c1ccco1)N1CCCN(Cc2nc(-c3ccc4c(c3)OCO4)no2)CC1
57) CCOC(=O)CCCNC(=O)c1cncc(Br)c1
58) Cc1ccc(Nc2nc(N)nc(CN3CCN(Cc4ccc5c(c4)OCO5)CC3)n2)cc1
59) Cc1nc(NC(=O)CSc2ccc(-c3nc4ccccc4[nH]3)cn2)sc1C
60) C/C(=N\NC(=O)c1cccc(F)c1)c1ccc(NC(=O)Cc2ccccc2)cc1

Compound,55,56,57,58,59,60
CHT block,i,i,i,i,i,i
CHT PAM,i,i,i,i,i,i

61) Cn1c(=O)c2c(nc(NCc3ccco3)n2C/C=C/c2ccccc2)n(C)c1=O
62) CCNC(=O)COC(=O)/C=C/c1ccccc1[N+](=O)[O-]
63) O=C(CNS(=O)(=O)c1ccccc1)N1CCN(C(=O)c2ccco2)CC1
64) Cc1ccc(S(=O)(=O)NCC(=O)N2CCN(c3ccccc3F)CC2)cc1
65) Cc1cccc(C(=O)OCC(=O)c2c(N)n(CC(C)C)c(=O)n(C)c2=O)c1O
66) O=C(Nc1ccc2c(c1)OCCO2)C1CCN(c2nnnn2-c2ccccc2)CC1

Compound,61,62,63,64,65,66
CHT block,i,i,i,i,i,i
CHT PAM,i,i,i,i,i,i

67) Nc1c(C(=O)O)cnn1-c1ccccc1
68) O=C(NN1C(=O)C2C3C=CC(C3)[C@H]2C1=O)c1cccnc1 (stereo not given in full)
69) O=C(N/N=C/c1c[nH]c2ccccc12)c1cc2ccccc2o1
70) CCc1cccc(N(C)C(N)=Nc2cccc3ccccc23)c1
71) CCCC(=O)N1c2ccccc2NC2=C(C(=O)CCC2)C1c1ccc(F)cc1 (stereo not given)
72) O=C(CSCCc1ccccn1)Nc1cccnc1Cl

Compound,67,68,69,70,71,72
CHT block,i,i,i,i,i,i
CHT PAM,i,i,i,i,i,i

73) N#CCc1cnc2ccccc2n1
74) Cc1nnc(NC(=O)c2ccc(C)c(S(=O)(=O)N3CCOCC3)c2)s1
75) O=C1CCc2cc(S(=O)(=O)N3CCC(C(=O)NC4CCCC4)CC3)ccc2N1
76) Cc1ccc(C)c(OCCCCn2ccnc2)c1
77) CCOC(=O)c1c(-c2ccccc2)csc1NC(=O)CSc1nncs1
78) CCCCC(=O)N/N=C(\C)c1cccc(NC(=O)C2CC2)c1
79) CCC(OC(=O)c1ccco1)C(=O)NCc1ccc(OC)cc1 (stereo not given)
80) Nc1nc(-c2ccc(F)cc2)cc(C(F)(F)F)n1

Compound,73,74,75,76,77,78,79,80
CHT block,i,i,i,i,i,i,i,i
CHT PAM,i,i,i,i,i,i,i,i

Structural class, the entries above containing an NH in an aromatic ring
5) CCC(C)Sc1nc2c(cnn2-c2ccc(F)cc2)c(=O)[nH]1 (stereo not given)
13) CCCc1c(O)nc(SC2CC(=O)N(c3ccc(OC)cc3)C2=O)[nH]c1=O (stereo not given)
15) COc1cc(-c2[nH]ncc2CN2CCN(Cc3cccs3)CC2)cc(OC)c1OC
16) CCOc1cc2[nH]c(=S)n(Cc3ccc(C(=O)N4CCN(C)CC4)cc3)c(=O)c2cc1OCC
23) CC(OC(=O)Cc1c[nH]c2ccccc12)C(=O)N(C)c1ccccc1 (stereo not given)
33) COc1ccc(-c2nnn(CCc3nn[nH]n3)n2)cc1
43) Cc1ccc(OCC(=O)N(Cc2ccccc2)c2c(N)n(Cc3ccccc3)c(=O)[nH]c2=O)c(C)c1
44) O=C(CSc1nc2ccc([N+](=O)[O-])cc2[nH]1)NC1CCCCCC1

Compound,5,13,15,16,23,33,43,44
CHT block,i,i,i,i,i,i,i,i
CHT PAM,i,i,i,i,i,i,i,i

51) CCOC(=O)c1c(C)[nH]c(C(=O)N2CCCC(C(=O)c3cccc(OC)c3)C2)c1C (stereo not given)
54) COc1ccc2[nH]c(C(=O)N/N=C/c3ccccc3OC)cc2c1
59) Cc1nc(NC(=O)CSc2ccc(-c3nc4ccccc4[nH]3)cn2)sc1C
69) O=C(N/N=C/c1c[nH]c2ccccc12)c1cc2ccccc2o1

Compound,51,54,59,69
CHT block,i,i,i,i
CHT PAM,i,i,i,i

From PubChem BioAssay
